ERG Ets-DNA blk: inhibitors of human ERG Ets domain-DNA interaction; Potency, µM (titrated, usually from 76.9 µM), inactives show at the top dose FP activity, negative = inhibition, actives largely listed as inhibitors; fluorescence polarization, His-ERG Ets domain / labelled DNA; 0.028% of 370,000 active; active = well fitted inhibition curve with a large enough effect in the polarisation, with a control signal flat; inconclusive = small, poorly fitted or top-dose-only effect, or effect the other way, or a change in a side signal; inactive = no such curve, though single readings can be large or run the other way; the % refers to the polarisation;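 also: polarization taken with two DNA probes labelled with fluorescein and Texas red; potency is read from the fitted curve at half-maximal effect; % of control where 0% means no effect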
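His-tagged ERG Ets domain (1 uM in the protein solution; 300mM KCl, 50mM Tris-HCl, 1mM EDTA, 1mM DTT, pH 7.5) received compound, then a probe mix of 5 nM fluorescein-DNA and 100nM Texas-615-DNA. Fluorescence polarization was read for both dyes.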
Pin1 inh: human Pin1 inhibition; Potency, µM (titrated, usually from 115 µM), without a hit: top-dose activity, negative = inhibition, usual class: inhibitors; 0.009% of 390,000 active; Pin1 FP peptide displacement, HiFluor488, 10 min; active = well fitted inhibition curve with a large enough effect in the polarisation, with a control signal flat, not every such curve was filed as active; inconclusive = small, poorly fitted or top-dose-only effect, or effect the other way, or a change in a side signal; inactive = no such curve, though single readings can be large or run the other way; the % refers to the polarisation; also: potency is read from the fitted curve at half-maximal effect; % is scaled to controls: 0 for no effect and ±100 for the full control effect
PGK inhibitor: inhibitors of T. brucei phosphoglycerate kinase; Potency, µM (top dose mostly 57.5 µM), for the others: at the top dose activity change, negative = inhibition, hits mostly inhibitors; AID 602233; P07378; 0.043% of 380,000 active; PGK/GAPDH coupled, Kinase-Glo luminescence, 60 min; also: potency is read from the fitted curve at half-maximal effect; % is scaled to controls: 0 for no effect and ±100 for the full control effect; nearly all actives have a fitted effect of over 60% in size
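Luminescent ATP detection (Kinase-Glo Plus) follows a 60-minute room-temperature incubation, with wells lacking PGK as controls. Buffer: 100 mM TEA (pH 7.6), 5 mM MgCl2, 0.01% Tween-20. Coupling enzyme GAPDH (100 nM final) supplies unstable 1,3-BPG in-well.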
HP1b binding inh: blocks HP1-beta chromodomain binding to methylated histone tails; AlphaScreen HP1-beta / biotin-H3K9me3 peptide binding; AID 540317; Potency, µM (top dose mostly 114 µM), inactives show at the top dose activity change, negative = inhibition, most hits filed as inhibitors; P83916; 0.56% of 390,000 active; also: potency is read from the fitted curve at half-maximal effect; nearly all actives have a fitted effect of over 70% in size; inactives centre near 23
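HP1-beta protein (50 nM final) preincubated 30 min at room temperature with biotinylated H3(1-18)K9me3 peptide (50 nM) in PBS pH 7.4, 0.01% Tween-20, then compound added for 30 min. AlphaScreen streptavidin donor/nickel chelate acceptor beads (10 ug/mL final), 30 min dark, luminescence read.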
BAZ2B inh: inhibitors of human BAZ2B bromodomain; Q9UIF8; AlphaScreen BAZ2B-H3K14Ac peptide displacement; Potency, µM (top dose mostly 114 µM), inactives show at the top dose activity change, negative = inhibition, most hits filed as inhibitors; 4.4% of 360,000 active; also: potency is read from the fitted curve at half-maximal effect; % is scaled to controls: 0 for no effect and ±100 for the full control effect; nearly all actives have a fitted effect of over 60% in size
Target sequence (Q9UIF8 whole entry, looked up): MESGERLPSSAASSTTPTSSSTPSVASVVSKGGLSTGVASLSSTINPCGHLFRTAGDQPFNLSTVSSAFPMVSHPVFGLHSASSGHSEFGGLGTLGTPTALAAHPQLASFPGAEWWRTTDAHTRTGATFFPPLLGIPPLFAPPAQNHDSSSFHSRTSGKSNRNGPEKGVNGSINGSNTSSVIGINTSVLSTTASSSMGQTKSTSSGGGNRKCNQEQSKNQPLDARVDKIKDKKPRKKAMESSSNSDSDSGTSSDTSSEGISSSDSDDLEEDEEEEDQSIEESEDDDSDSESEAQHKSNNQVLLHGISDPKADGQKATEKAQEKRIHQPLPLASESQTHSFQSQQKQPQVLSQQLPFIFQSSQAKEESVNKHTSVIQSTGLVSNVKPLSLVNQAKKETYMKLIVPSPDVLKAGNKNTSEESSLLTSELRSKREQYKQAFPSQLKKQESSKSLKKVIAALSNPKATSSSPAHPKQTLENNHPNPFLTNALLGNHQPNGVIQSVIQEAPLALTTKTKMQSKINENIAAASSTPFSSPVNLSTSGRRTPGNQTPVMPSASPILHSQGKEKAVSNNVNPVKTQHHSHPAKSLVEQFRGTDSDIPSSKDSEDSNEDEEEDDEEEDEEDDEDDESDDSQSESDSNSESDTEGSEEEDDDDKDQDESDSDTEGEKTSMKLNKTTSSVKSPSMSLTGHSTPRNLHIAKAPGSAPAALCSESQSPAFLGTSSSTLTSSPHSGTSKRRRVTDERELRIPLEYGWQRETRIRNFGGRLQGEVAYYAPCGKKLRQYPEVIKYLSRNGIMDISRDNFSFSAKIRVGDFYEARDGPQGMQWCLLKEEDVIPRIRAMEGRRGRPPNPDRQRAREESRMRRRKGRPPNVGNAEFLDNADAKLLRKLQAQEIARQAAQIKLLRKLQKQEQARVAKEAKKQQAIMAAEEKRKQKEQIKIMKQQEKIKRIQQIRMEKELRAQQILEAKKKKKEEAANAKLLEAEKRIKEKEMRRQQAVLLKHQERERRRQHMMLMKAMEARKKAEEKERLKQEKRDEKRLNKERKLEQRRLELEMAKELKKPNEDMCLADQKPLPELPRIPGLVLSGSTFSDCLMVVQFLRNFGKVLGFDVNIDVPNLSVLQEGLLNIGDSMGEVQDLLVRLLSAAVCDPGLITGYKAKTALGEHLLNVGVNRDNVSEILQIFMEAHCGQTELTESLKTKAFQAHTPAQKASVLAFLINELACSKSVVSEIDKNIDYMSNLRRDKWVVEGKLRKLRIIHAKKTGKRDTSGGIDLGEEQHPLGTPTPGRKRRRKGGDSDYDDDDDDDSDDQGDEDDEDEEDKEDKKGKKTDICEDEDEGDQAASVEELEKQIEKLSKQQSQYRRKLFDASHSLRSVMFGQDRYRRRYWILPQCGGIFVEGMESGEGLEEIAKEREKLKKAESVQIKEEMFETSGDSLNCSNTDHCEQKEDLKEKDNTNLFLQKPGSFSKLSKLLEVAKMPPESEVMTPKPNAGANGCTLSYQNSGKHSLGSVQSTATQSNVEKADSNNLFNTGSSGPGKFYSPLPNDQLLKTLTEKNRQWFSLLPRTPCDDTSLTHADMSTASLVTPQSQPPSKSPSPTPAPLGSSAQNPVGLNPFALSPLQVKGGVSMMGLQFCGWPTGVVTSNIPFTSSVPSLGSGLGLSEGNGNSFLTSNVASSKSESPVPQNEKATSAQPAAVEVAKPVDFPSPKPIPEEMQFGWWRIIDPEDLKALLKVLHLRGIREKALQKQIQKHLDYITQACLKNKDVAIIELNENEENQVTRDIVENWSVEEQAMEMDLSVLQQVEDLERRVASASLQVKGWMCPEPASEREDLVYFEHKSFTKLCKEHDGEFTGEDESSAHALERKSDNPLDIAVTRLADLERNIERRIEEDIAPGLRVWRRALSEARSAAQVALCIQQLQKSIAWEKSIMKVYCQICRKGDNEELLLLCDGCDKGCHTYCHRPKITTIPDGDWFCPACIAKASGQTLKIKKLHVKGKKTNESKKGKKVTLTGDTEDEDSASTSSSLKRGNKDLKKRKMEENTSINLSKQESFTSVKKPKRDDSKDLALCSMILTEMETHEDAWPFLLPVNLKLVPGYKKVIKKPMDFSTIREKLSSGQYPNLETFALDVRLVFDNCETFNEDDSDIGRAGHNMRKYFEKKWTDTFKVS
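Protein-peptide AlphaScreen: BAZ2B 50 nM, b-H3K14Ac 50 nM, 1x PBS pH 7.4 + 0.01% Tween-20. Preincubation 30 min RT; cpd 30 min RT (top 110 uM); beads 20 min RT, light-protected.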
JMJD2A Tudor inh: inhibitors of human JMJD2A Tudor domain; 4.4% of 390,000 active; O75164; AID 504339; Potency, µM (highest dose often 114 µM), without a hit: at the top dose activity change, negative = inhibition, usual class: inhibitors; AlphaScreen JMJD2A-Tudor / H3K4me3 peptide binding; also: potency is read from the fitted curve at half-maximal effect; % is scaled to controls: 0 for no effect and ±100 for the full control effect; nearly all actives have a fitted effect of over 50% in size
GLS inh: inhibitors of human glutaminase (GLS); Potency, µM (titrated, usually from 45.5 µM), for inactives: top-dose activity change, negative = inhibition, hits mostly inhibitors; O94925; GLS enzymatic activity, qHTS titration; 0.21% of 410,000 active; also: potency is read from the fitted curve at half-maximal effect; % is scaled to controls: 0 for no effect and ±100 for the full control effect
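hKGA in 45 mM KH2PO4 pH 8.2, 0.02% Tween-20 with pin-transferred compounds; 1 mM L-glutamine (stock) plus glutamate oxidase/HRP/Amplex Red coupling added. Fluorescence read initially and after 30 min at RT.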
PI4K2A block: inhibitors of human PI4K2A; activity change, negative = inhibition, % at 76.9 µM; purified PI4K2A, ADP-Glo luminescence, 1 h; stronger effect = lower value; 0.13% of 420,000 active; in the data active = activity change below about -50%; inconclusive = mostly about -30% to -49%;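 also: -100% = wells without enzyme as full effect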
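ADP-Glo luminescence measured ADP generated by PI4K2A enzyme (4 ug/mL before mixing) with 1.2 mM PI substrate (pre-mix) and 300 microM ATP (pre-mix). Tris pH7.5 buffer with MgCl2, Triton X-100; 1 h reaction at ambient temperature.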
G9a inh: blocks human histone lysine methyltransferase G9a; 8.8% of 350,000 active; AID 504332; G9a H3K9 monomethylation, AlphaScreen, 2 h; Q96KQ7; Potency, µM (series often up to 102 µM), without a hit: at the top dose activity, negative = inhibition, most hits filed as inhibitors; also: potency is read from the fitted curve at half-maximal effect; % is scaled to controls: 0 for no effect and ±100 for the full control effect; nearly all actives have a fitted effect of over 75% in size
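Signal arises when biotinylated H3K9 peptide, once monomethylated, bridges streptavidin donor and antibody-captured acceptor beads. Enzyme at 20 nM was preincubated 15 min with test compounds; peptide 500 nM and SAM 20 uM then reacted for 2 h.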
Numbers without * were called inactive; i = inactive; ? = inconclusive; · = not tested or not shown; & = joins results of further samples; ! = a repeat was not active; [ ] = remark or other dose. Unless noted, calls follow the shape of the dose curve; as a rule, active = well fitted curve in the direction sought with a large enough effect; inconclusive = small, poorly fitted or top-dose-only effect, or another doubt; inactive = no such curve, though single readings can be large; an effect the other way counts as inactive or inconclusive. Hits appear at their usual frequency, and some 11% of all compounds hit somewhere here.

SMILES	ERG Ets-DNA blk	Pin1 inh	PGK inhibitor	HP1b binding inh	BAZ2B inh	JMJD2A Tudor inh	GLS inh	PI4K2A block	G9a inh
CC1CCN(c2ccc(NC(=O)c3ccccc3[N+](=O)[O-])cc2)CC1	11%	-3%	-9%	-14%	?	3%	2%	-7	?
CCc1ccc(OCC2c3cc(OC)c(OC)cc3CCN2C(C)=O)cc1 (stereo not drawn)	0%	5%	i	0%[57 µM]	-17%	-23%	3%	-8	-16%
Cc1c(CC(=O)O)c(=O)oc2c(C)c3occ(-c4ccccc4)c3cc12	4%	-14%	-9%	22%	-10%	-20%	?	-6	?
COc1ccccc1N1CCN(C(=O)c2oc3ccccc3c2C)CC1	-2%	-2%	0%	13%	-5%	-18%	3%	-3	?
CCN(CC)C(=O)c1sc2nc(-c3cccs3)cc(-c3cccs3)c2c1N	2%	?	-7%	90%[activator]	7%	1%	14%	1	32µM*
CCCCOC(=O)c1ccc(NC(=O)c2ocnc2C)cc1	5%	-15%	i	26%	11%	4%	-3%	-1	19%[59 µM]
O=C(Nc1ccc2oc(-c3ccncc3)nc2c1)c1cccs1	2%	58%[activator]	-11%	49%	56µM*	-33%	2%	0	-26%[12.7 µM]
O=S(=O)(Nc1ccc(F)cc1)N1CCCCCC1	-2%	0%	1%	52%[activator]	-4%	14%	4%	-5	-5%[12.7 µM]
COc1ccccc1CNC(=O)CCCn1c(=O)c2ccccc2n(CC(=O)NC2CCCC2)c1=O	-3%	-1%	2%	26%	-3%	-9%	5%	2	28%
COC(=O)[C@]1(CC(C)C)N[C@H](c2ccc(-c3ccc(OC)cc3)cc2)[C@@H]2C(=O)N(C)C(=O)[C@@H]21	5%	-1%	-1%	41%[activator]	3%	-34%	0%	-2	-8%[2.33 µM]
CCOc1ccc(OCCC(=O)Nc2cccc(S(=O)(=O)N3CCCC3)c2)cc1	17%	-1%	-8%	5%	-6%	-30%	5%	6	-9%
CC(C)CN(C1CCS(=O)(=O)C1)S(=O)(=O)c1ccc2ccccc2c1 (stereo not drawn)	-4%	3%	-3%	7%	-1%	-23%	5%	2	5%[0.501 µM]
COC(=O)c1ccc(NC(=S)NN2CCCCC2c2cccnc2)cc1 (stereo not drawn)	10%	2%	-8%	46%[activator]	-5%	-13%	19%	4	·
Cc1csc(N/N=C/c2c(F)cccc2Cl)n1	-11%	-2%	0%	7%	?	-26%	?	2	-5%
CCOc1ccc2nc(NC(=S)N(C)C)sc2c1	-6%	3%	-2%	?	35µM*	13µM*	14%	-7	1.6µM*
CCCOc1cccc(C(=O)Nc2ccc(-c3cc4ccccc4oc3=O)c(C)c2)c1	3%	14%	1%	48%[activator]	4%	-4%	2%	-1	-24%[59 µM]
CCCCN1C(=O)C(O)(c2c(C)[nH]c3ccccc23)c2cc(Br)ccc21 (stereo not drawn)	-5%	0%	·	-22%	?	?	0%	2	?
Cc1ccc(OCCNC(=O)CCNC(=O)c2ccc(Cl)cc2)cc1	-3%	3%	-1%	46%[activator]	-6%	-3%	2%	-3	16%[12.7 µM]
O=P(CO)(Cc1ccccc1)Cc1ccccc1	1%	0%	-3%	30%	-6%	10%	4%	0	4%[59 µM]
COc1cccc([C@@H]2CC=C(C(=O)O)[C@H](c3cccc(Cl)c3)N2S(=O)(=O)c2ccc(C)cc2)c1	-8%	-14%	-6%	39%[activator]	8%	-12%	7%	3	-12%[2.33 µM]
Nc1nc(CSCCO)nc(Nc2ccc(F)cc2)n1	-2%	1%	-6%	25%	11%	-6%	6%	-2	20%[59 µM]
C[N+](C)(C)CCOP(=O)(O)OP(=O)([O-])OC[C@H]1O[C@@H](n2ccc(N)nc2=O)[C@H](O)[C@@H]1O	21%	7%	-1%	28%	-5%	-5%	-13%	4&1	10µM*!
Cc1cccc(C)c1OCc1cc(C(=O)NCC2COCCO2)no1 (stereo not drawn)	8%	-4%	-1%	36%	2%	-7%	-1%	-2	45%
Cn1c(NC(=O)c2ccccc2)nc2ccccc21	-13%	-4%	-9%	37%	7%	-27%	-9%	-15	·
COc1ccc(CCC(=O)OCC(=O)c2ccc[nH]2)cc1OC	2%[15.4 µM]	2%	i	21%	·	-6%	0%	-7	·
COc1ccc2nc(SC(C(=O)c3ccccc3)c3ccccc3)nc(C)c2c1 (stereo not drawn)	-2%	24%	-1%	32%	12%	-2%	7%	4	20%[59 µM]
CC12CN3CC(=O)N4CC5(C)CN(CC(C)(C4)C5=O)C(=O)CN(C1)CC(C)(C3)C2=O	8%	-1%	-2%	38%[activator]	-8%	-22%	0%	1	35µM*
Cc1ccc(Cn2ncc(C)c2N)o1	-4%	8%	-7%	7%	-12%	-12%	-15%	1	8%
CCOc1ccc(S(=O)(=O)Nc2cc(S(=O)(=O)N3CCOCC3)ccc2OC)cc1	-17%	6%	2%	34%	-4%	-2%	0%	-4	22%[12.7 µM]
C=CCc1c(OC(C)=O)c2ccccc2n(C)c1=O	6%	?	0%	34%	9%	-5%	9%	8	-11%[59 µM]
CC(=O)N1CCCN(C(=O)c2ccc3nc(Cc4cccc(Cl)c4)oc3c2)CC1	-1%	-12%	-4%	6%	-7%	-8%	10%	-6	·
COc1ccc(NC(=O)c2cc(S(=O)(=O)Nc3ccc(OC)cc3)cs2)cc1	5%	8%	i	9%	?	-25%	12%	-4	-20%[12.7 µM]
C=CCn1c(SCC(=O)c2cc(C)n(CC3CCCO3)c2C)nnc1-c1ccccc1 (stereo not drawn)	3%	4%	-9%	20%	-27%	?	1%	0	-28%[59 µM]
Cc1ccc(/C=C/C(=O)c2cc(Br)ccc2OC(=O)c2ccco2)cc1	7%	13%	8%	-26%	-22%	-11%[11.4 µM]	-10%	37	-49%[59 µM]
Cc1cc(Cn2nnnc2-c2ccncc2)cc(C)c1O	6%	1%	4%	47%[activator]	-11%	-6%	12%	3	35µM*
Cc1ccc(NC(=O)N2CCC(C(=O)NCc3ccc(F)cc3)CC2)cc1	-7%	1%	-2%	37%	-6%	-14%	5%	3	11%
Cc1cccc(N2CCN(S(=O)(=O)c3cc(Br)cc4c3N(C(=O)C3CC3)CC4)CC2C)c1 (stereo not drawn)	-9%	5%	2%	7%	-4%	-21%	3%	-1	-33%[59 µM]
CCOc1ccc(C(=O)NCCc2sc(-c3cccc(F)c3)nc2C)cc1OCC	3%	2%	i	30%[57 µM]	4%	-12%	17%	-4	-5%[59 µM]
CCN(CC)S(=O)(=O)c1ccc2c(c1)N(CC(=O)Nc1ccc(OC)cc1)C(=O)CS2	-1%	11%	6%	36%	1%	-6%	0%	-2	-5%[59 µM]
COc1cc(OC)cc(-c2nc3ccccc3s2)c1	3%	-1%	-16%	180%[activator]	178%[activator]	172%[activator]	3%	4	·

2 of these compounds, set out differently:
Value order – ERG Ets-DNA blk	Pin1 inh	PGK inhibitor	HP1b binding inh	BAZ2B inh	JMJD2A Tudor inh	GLS inh	PI4K2A block	G9a inh
- COc1ccc(NC(=O)c2cc(S(=O)(=O)Nc3ccc(OC)cc3)cs2)cc1
  5%	8%	i	9%	?	-25%	12%	-4	-20%[12.7 µM]
- C=CCn1c(SCC(=O)c2cc(C)n(CC3CCCO3)c2C)nnc1-c1ccccc1 (stereo not drawn)
  3%	4%	-9%	20%	-27%	?	1%	0	-28%[59 µM]

4 of these compounds in a different format:
| compound | ERG Ets-DNA blk | Pin1 inh | PGK inhibitor | HP1b binding inh | BAZ2B inh | JMJD2A Tudor inh | GLS inh | PI4K2A block | G9a inh |
| --- | --- | --- | --- | --- | --- | --- | --- | --- | --- |
| Cn1c(NC(=O)c2ccccc2)nc2ccccc21 | -13% | -4% | -9% | 37% | 7% | -27% | -9% | -15 | · |
| COc1ccc(CCC(=O)OCC(=O)c2ccc[nH]2)cc1OC | 2%[15.4 µM] | 2% | i | 21% | · | -6% | 0% | -7 | · |
| COc1ccc2nc(SC(C(=O)c3ccccc3)c3ccccc3)nc(C)c2c1 (stereo not drawn) | -2% | 24% | -1% | 32% | 12% | -2% | 7% | 4 | 20%[59 µM] |
| CC12CN3CC(=O)N4CC5(C)CN(CC(C)(C4)C5=O)C(=O)CN(C1)CC(C)(C3)C2=O | 8% | -1% | -2% | 38%[activator] | -8% | -22% | 0% | 1 | 35µM* |

Next section
SMILES	ERG Ets-DNA blk	Pin1 inh	PGK inhibitor	HP1b binding inh	BAZ2B inh	JMJD2A Tudor inh	GLS inh	PI4K2A block	G9a inh
CC(C)[C@H](NC(=O)c1ccc(F)cc1)C(=O)OCC(=O)NC(=O)c1cccn1C	-2%	-3%	-9%	44%[activator]	-4%	-4%	-2%	-8	-8%[59 µM]
Cc1cccc(/C=N/NC(=O)C[n+]2ccccc2)c1	7%	0%	i	35%	12%	-23%	-4%	1	2%[0.501 µM]
Cc1c(Cl)cccc1NC(=O)CNC(=O)c1ccc(F)cc1	-12%	0%	0%	18%	-2%	-6%	5%	-1	-46%
COc1cc(S(=O)(=O)N2CCOCC2)ccc1NC(=O)COC(=O)CC12CC3CC(CC(C3)C1)C2	-5%	7%	i	41%[activator]	-2%	-20%	-2%	-3	1.4µM*

Source: PubChem BioAssay
